Screens: PubChem BioAssay, Sanford-Burnham Center for Chemical Genomics
NR3A LBD binder = modulators (binders) of human NR3A ligand-binding domain | NR3A LBD differential scanning fluorimetry, Tm shift; 0% = protein alone, 100% = glycine-bound protein | actives 2.5% (n = 340,000) | Tm shift relative to glycine control, % at 25 µM;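 active means melting temperature shift of at least 10% of the positive control shift, at one fixed dose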
MPTP inh = permeability transition pore inhibition; isolated mouse mitochondria, Ca2+ swelling absorbance, 30 min; inhibition, % at 10 µM; actives 1.4% (n = 360,000);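 active means inhibition of 50% or more, scaled per plate between neutral and stimulator controls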;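 further: 0% = DMSO wells given calcium and 100% = 1 mM EGTA wells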
SENP1 inh = blocks the human SENP1 SUMO protease catalytic domain; Q9P0U3; recombinant SENP1 catalytic domain, CyPet-SUMO1-YPet FRET cleavage; inhibition, % at 10 µM; AID 624204; actives 0.21% (n = 360,000);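 active means inhibition at least 30% at 10 µM, raw YFP signal under a set limit, fluorescence ratio 0.5 to 1.5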;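 further: 0% = enzyme with DMSO and 100% = no enzyme wells; some results filed as inactive read as strong as hits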
Target sequence (Q9P0U3 419-644 limits assumed): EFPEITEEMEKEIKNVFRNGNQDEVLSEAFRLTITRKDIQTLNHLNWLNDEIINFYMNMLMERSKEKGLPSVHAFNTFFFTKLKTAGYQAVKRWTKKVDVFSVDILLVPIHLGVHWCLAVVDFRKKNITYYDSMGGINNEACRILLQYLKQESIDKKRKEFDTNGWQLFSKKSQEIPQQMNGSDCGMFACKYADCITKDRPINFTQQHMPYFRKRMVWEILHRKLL
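material = recombinant human SENP1 catalytic domain, His6-tagged | quantity = 20 pM enzyme | reagent = 25 nM SUMO1 FRET substrate | compound dosing = 10 µM single point, 0.5% DMSO | timing = 50 min enzyme reaction, room temperature, light-protected | detection = FRET, CFP and YFP emission | control set = no-enzyme low, enzyme-DMSO high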
ATG4B inhibitor = blocks human ATG4B protease cleavage of LC3 substrate; ATG4B cleavage of LC3-PLA2, NBD-HPC fluorescence, 1 h; actives 0.51% (n = 340,000); AID 504462; Q9Y4P1; inhibition, % at 8.33 µM; in the data active means inhibition above about 40%
hIAP act = increases human intestinal alkaline phosphatase activity. P09923. purified human IAP, CDP-Star luminescence, 30 min; stronger effect = higher value; 1 = vehicle-only enzyme, 0 = enzyme-free background. activation factor at 10 µM. actives 0.16% (n = 330,000). AID 2524;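 active means activation factor of the enzyme at least 2-fold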; further: the source names both 10 and 20 µM as test concentration; values of inactives mirror those of a sister screen read the other way
Target sequence (P09923 whole entry, looked up): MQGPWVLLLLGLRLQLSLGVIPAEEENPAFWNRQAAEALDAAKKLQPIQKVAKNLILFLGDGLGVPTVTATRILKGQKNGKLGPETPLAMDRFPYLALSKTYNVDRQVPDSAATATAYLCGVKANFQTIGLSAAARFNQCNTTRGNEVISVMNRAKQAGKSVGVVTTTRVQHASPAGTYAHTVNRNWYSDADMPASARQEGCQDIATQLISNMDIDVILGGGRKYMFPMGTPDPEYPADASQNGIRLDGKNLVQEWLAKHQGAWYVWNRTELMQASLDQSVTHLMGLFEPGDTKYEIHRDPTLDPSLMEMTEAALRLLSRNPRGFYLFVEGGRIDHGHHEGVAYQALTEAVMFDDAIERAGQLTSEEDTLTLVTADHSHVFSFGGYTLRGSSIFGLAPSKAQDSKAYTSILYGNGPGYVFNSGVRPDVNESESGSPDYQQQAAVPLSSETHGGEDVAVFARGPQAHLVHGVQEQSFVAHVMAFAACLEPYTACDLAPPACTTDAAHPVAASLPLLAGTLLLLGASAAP
SENP8 inh = SENP8 (human) protease inhibition; Q96LD8; recombinant SENP8, Nedd8 substrate fluorescence; inhibition, % at 20 µM; actives 0.64% (n = 360,000); AID 602440; in the data active means inhibition mostly above about 40%, no sharp cut-off; inactive means mostly below about 27%
Target sequence (Q96LD8 whole entry, looked up): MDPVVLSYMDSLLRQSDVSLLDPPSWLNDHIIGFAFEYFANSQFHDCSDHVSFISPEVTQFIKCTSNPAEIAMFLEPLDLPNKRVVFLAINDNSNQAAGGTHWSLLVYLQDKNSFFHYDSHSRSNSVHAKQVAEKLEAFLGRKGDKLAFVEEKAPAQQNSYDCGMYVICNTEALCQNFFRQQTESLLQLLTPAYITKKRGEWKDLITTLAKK
SENP6 block = SENP6 protease inhibition; Q9GZR1; Recombinant SENP6 catalytic domain, aminoluciferin luminescence; inhibition, % at 10 µM; actives 1.8% (n = 330,000); AID 2599;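 active means inhibition above about 50% at the single tested dose, limit read from the data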;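 further: plate controls were DMSO wells with enzyme for no effect and DMSO wells lacking enzyme for full effect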
PfG6PD inh = PfG6PD (Plasmodium falciparum) enzyme inhibition; PfGluPho enzyme, NADPH resazurin-diaphorase fluorescence; inhibition, % at 20 µM; actives 0.78% (n = 350,000); AID 504690;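 active means inhibition reaching at least a set limit at 20 µM in the primary screen, cut at about 59% in these data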;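 further: 0% = DMSO wells with substrate and 100% = DMSO wells lacking glucose-6-phosphate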
An asterisk follows results filed as active; . = not tested or not shown. The list is partial; rates above refer to the full screens.

No.	mol	NR3A LBD binder	MPTP inh	SENP1 inh	ATG4B inhibitor	hIAP act	SENP8 inh	SENP6 block	PfG6PD inh
1	Cc1ccc(OP(N)(=O)Oc2ccc(C)cc2)cc1	-1.5	-1.3	1.3	-2.7	0.985	4.8	-1.4	8.0
2	CCOC(=O)C1=C(N)OC2=C(C(=O)CCC2)C12C(=O)N(CC(N)=O)c1ccccc12 (configuration not stated)	-5.1	1.4	0.7	-0.4	1.05	9.4	-8.0	-2.8
3	CN1C(=O)C(=CN2CCN(C(=O)c3ccco3)CC2)C(=O)N(C)C1=S	-1.0	-2.2	-3.1	-6.3	0.902	7.6	-3.2	-5.7
4	O=C1NC(=S)N(c2ccc(F)cc2)C(=O)/C1=C\c1ccoc1	2.9	1.1	-22.8	85.4*	.	-35.0	.	10.7
5	C=C(C=O)C[C@@H]1C[C@H](O)C2OC3C[C@]4(C)OC5/C=C\CC6OC7C(CC=CCC6OC5CCCC4OC3CC2O1)OC1CC2OC3CC(=O)OC3C[C@@H](C)C[C@@]2(C)OC1C[C@@H]7C (some centres not stated)	8.7	.	.	-2.3	1.01	.	-10.9	21.1
6	Cc1nc2ccccc2c(=O)n1-c1ccc(Cl)c(Cl)c1	0.3	1.0	2.7	1.3	1.04	1.5	-13.6	6.9
7	CC1CN1P(=O)(Oc1ccc2ccccc2c1)N1CC1C (configuration not stated)	4.4	-0.3	1.5	-5.6	.	-3.8	.	15.8
8	O=C(c1ccc(Cl)cc1)C1CCCN(Cc2ccc3nonc3c2)C1 (configuration not stated)	0.0	3.4	8.0	10.0	1.05	20.4	-8.4	14.2
9	Cc1ccc(-n2c(O)c(/C=N/c3ncc(Br)cc3Br)c(=O)[nH]c2=O)cc1	0.6	3.0	-20.2	5.1	1.1	-430.1	-6.4	-27.5
10	CC(Cc1ccc(O)cc1)NCC(O)c1cc(O)cc(O)c1 (configuration not stated)	2.0	.	-1.5	-0.5	1.02	8.7	-4.2	29.2
11	COc1cc2c3c(c1OC)-c1cc(O)ccc1CC3NCC2 (configuration not stated)	0.4	2.5	-15.5	-7.6	0.95	-61.9	-6.2	3.5
12	Cn1c(NN=O)nc2ccccc21	-1.3	0.2	1.0	-3.0	1.07	14.1	-25.6	2.5
13	CN(C)C(=O)NC(O)C(Cl)(Cl)Cl (configuration not stated)	-2.8	-0.3	1.6	0.7	1.15	14.6	3.8	-14.2
14	COc1ccccc1OC(=O)c1ccc(C)c(S(=O)(=O)N2CCOCC2)c1	0.5	-1.0	2.9	-8.7	1.04	11.6	-29.3	8.7
15	N[C@@H]1CC[C@@]2(O)[C@H]3Cc4ccc(O)c5c4[C@@]2(CCN3CC2CC2)C1O5 (some centres not stated)	0.9	0.4	-3.2	-5.8	1.02	-70.8	-29.2	11.4
16	CCCNC(=O)N1[C@H]2CC[C@@H]1C(C(=O)OC)=C(c1c(C)noc1C)C2	-0.5	0.1	1.4	-9.4	0.924	13.6	13.0	6.3
17	CN1CCN(c2ccc(S(C)(=O)=O)cc2[N+](=O)[O-])CC1	-3.4	0.8	0.5	3.0	1.09	-2.3	8.0	6.5
18	CCN1CCN(c2ccc([N+](=O)[O-])cc2C=C2C(=O)NC(=O)NC2=O)CC1	-3.2	3.9	2.9	2.5	1.01	31.9	12.1	4.5
19	O=C(O)C1CC2(Cl)C(Cl)=C(Cl)C1(Cl)C2(Cl)Cl (configuration not stated)	-1.6	0.3	2.7	5.7	.	9.9	.	2.6
20	CN(C)C(Cc1ccc(Cl)cc1)C(=O)c1ccccc1 (configuration not stated)	-3.0	2.8	-26.2	-4.9	1.11	-21.5	12.1	-4.0
21	CC(=O)Nc1cccc([As](=O)(c2cccc(NC(C)=O)c2)c2cccc(NC(C)=O)c2)c1	0.3	-0.5	1.5	-4.1	1.07	2.2	-5.6	-17.9
22	Cc1noc(C)c1CC(=O)N1CCCC(N2CCN(c3ccccc3F)CC2)C1 (configuration not stated)	0.7	-0.4	0.9	-4.7	1.04	9.4	-16.5	2.2
23	O=C(c1cccn2c(=O)c3ccc(Cl)cc3nc12)N1CCC2(CC1)OCCO2	2.9	-0.6	-58.9	2.9	0.974	-274.8	9.1	-22.9
24	COC1=CC2C3Cc4ccc(OC)c(O)c4C2(CCN3C)CC1=O (configuration not stated)	1.6	0.5	0.3	-2.2	.	8.2	.	5.1
25	C1CNC2NCCNC2N1 (configuration not stated)	-1.4	1.5	-2.9	5.3	.	6.6	.	2.0
26	CCCC[N+]12CCC(CC1)C(C(=O)c1cccs1)C2 (configuration not stated)	2.6	0.8	-0.8	1.1	1.22	17.4	2.4	-7.4
27	N#CC1=C(N)Oc2c(c(=O)oc3ccccc23)C1c1ccc(OC(=O)N2CCOCC2)cc1 (configuration not stated)	-1.7	0.9	1.5	-4.0	0.96	-14.4	5.3	-13.4
28	O=C(COC(=O)Cc1ccccc1)Nc1cc(S(=O)(=O)N2CCCCC2)ccc1Cl	-0.7	-0.1	3.1	-5.7	1.02	1.7	-17.9	10.3
29	Cc1ccc(-c2nc3ccccc3c(=O)n2-c2ccc(O)cc2)cc1	0.0	0.3	3.2	2.7	1.03	-3.2	-15.5	-3.7
30	CCC(=NCCN1CCCCC1)c1c(O)n(C)c(=O)n(C)c1=O	0.6	0.3	-17.9	-11.9	0.987	17.6	1.7	-6.2
31	COc1ccc(CCn2c(O)c(C=NCCN3CCCCC3)c(=O)[nH]c2=O)cc1OC	-0.4	-1.1	-1.4	-3.4	1.08	15.3	-6.8	-16.9
32	CCOP(=O)(OCC)C(NC(=O)c1cccc(C)c1)C(Cl)(Cl)Cl (configuration not stated)	-0.2	0.8	2.4	-9.8	1.21	11.0	-2.2	20.6
33	Cc1cccc(-n2c(O)c(C=NCc3cccnc3)c(=O)[nH]c2=O)c1C	0.6	-9.6	-0.3	-4.2	1.11	19.2	1.9	-16.8
34	O=C1C2CCCN2C(c2ccc(Cl)cc2)N1c1ccccn1 (configuration not stated)	-0.4	0.4	1.0	5.9	1.1	3.7	-5.6	-9.7
35	O=C(O)CC1OCC=C2CN3CCC45C6=CC(=O)C(=O)C([N+](=O)[O-])=C6NC4C1C2CC35 (configuration not stated)	-3.6	-1.0	19.2	7.3	.	111.7*	.	106.9*
36	CCN1C(=O)C(=Cc2c(C)n(CC(=O)NCC3CCCO3)c3ccccc23)C(=O)N(CC)C1=S (configuration not stated)	0.3	-1.1	-10.1	-3.6	0.934	0.0	-12.8	-9.1
37	COCc1cc(OC(=O)N(C)C)nc(-c2ccccc2)n1	1.9	0.9	5.2	-6.3	1.03	26.7	-17.4	2.0
38	C=CCOC(=O)C1=C(C)OC(N)=C(C#N)[C@@]12C(=O)N(CC(N)=O)c1ccccc12	-1.1	-0.5	0.0	-9.0	0.965	23.5	0.5	1.3
39	NCCc1c[nH]c2ccc(O)cc12	-3.1	-2.0	3.1	0.5	0.997	2.2	-8.1	10.2
40	S=C1CN=C(c2ccccc2)c2cc(Cl)ccc2N1	1.4	-0.5	1.2	4.9	1.01	18.1	-13.5	-7.4

Retrieved by structure from the entries so far (4):
No.	mol	NR3A LBD binder	MPTP inh	SENP1 inh	ATG4B inhibitor	hIAP act	SENP8 inh	SENP6 block	PfG6PD inh
33	Cc1cccc(-n2c(O)c(C=NCc3cccnc3)c(=O)[nH]c2=O)c1C	0.6	-9.6	-0.3	-4.2	1.11	19.2	1.9	-16.8
36	CCN1C(=O)C(=Cc2c(C)n(CC(=O)NCC3CCCO3)c3ccccc23)C(=O)N(CC)C1=S (configuration not stated)	0.3	-1.1	-10.1	-3.6	0.934	0.0	-12.8	-9.1
34	O=C1C2CCCN2C(c2ccc(Cl)cc2)N1c1ccccn1 (configuration not stated)	-0.4	0.4	1.0	5.9	1.1	3.7	-5.6	-9.7
38	C=CCOC(=O)C1=C(C)OC(N)=C(C#N)[C@@]12C(=O)N(CC(N)=O)c1ccccc12	-1.1	-0.5	0.0	-9.0	0.965	23.5	0.5	1.3

Additional structures:
No.	mol	NR3A LBD binder	MPTP inh	SENP1 inh	ATG4B inhibitor	hIAP act	SENP8 inh	SENP6 block	PfG6PD inh
41	CCC(=NCC1CCCO1)c1c(O)[nH]c(=O)[nH]c1=O (configuration not stated)	2.4	-1.2	1.1	1.8	1.06	14.0	1.7	0.4
42	Cc1cc(/C=C2/C(=O)NC(=O)N(Cc3ccco3)C2=O)c(C)n1-c1ccc(C(=O)O)cc1	-2.7	-0.6	7.1	5.0	0.928	-0.5	-3.1	5.4
43	CC1=NNC(=O)C1Br (configuration not stated)	-2.8	-1.7	2.5	-0.3	.	23.2	.	41.7
44	CCOC(=O)CC1c2ccccc2-n2nncc2CN1Cc1ccc(OC)cc1 (configuration not stated)	-2.6	0.5	2.1	-8.3	.	10.6	.	6.8
45	CN1C(=O)C(=Cc2ccccc2OCc2ccc(Cl)cc2)C(=O)N(C)C1=O	0.7	9.9	-1.0	18.3	0.893	9.9	75.1*	6.9
46	O=C(Nc1ccccc1OC(=O)N1CCOCC1)N1CCOCC1	-0.7	-1.1	2.3	-10.0	0.974	6.0	-9.1	4.0
47	O=C1CN=C(c2ccc(Br)cc2)c2c(sc3c2CCCC3)N1CCN1CCCCC1	-8.8	3.2	1.2	-0.2	0.899	3.9	-20.3	-2.3
48	O=[N+]([O-])NC1=NCN(Cc2ccco2)CN1Cc1ccco1	0.3	-0.4	1.9	-12.6	1.03	20.8	-11.5	8.2
49	CCCCN1C(=O)NC(=O)/C(=C/c2cnc(SC)nc2)C1=O	-8.3	-2.1	0.2	-0.1	1.17	19.0	0.1	24.2
50	CCc1ccc(N2C(=O)NC(=O)C(CCc3ccncc3)(CCc3ccncc3)C2=O)cc1	4.4	1.7	0.1	2.4	1.03	13.1	3.4	-5.6
51	Cc1[nH]c2ccccc2c1CCNCc1ccco1	1.0	0.3	1.5	-11.1	0.839	2.1	-1.5	10.5
52	Cc1cc2ccccc2c(=O)n1CC(=O)NCC(=O)N1CCC2(CC1)OCCO2	0.6	-2.8	-0.1	4.1	0.949	-56.4	-3.1	-3.0
53	C=CCN1C(=O)C2(C(C(=O)OCC)=C(N)Oc3ccccc32)C2=C1CCCC2=O (configuration not stated)	-0.6	1.2	1.5	-4.8	1.11	23.5	-8.2	-2.9
54	Cn1c(O)c(/C=C2\C=Nc3ccccc32)c(=O)n(C)c1=O	1.9	0.8	53.7*	-7.3	0.94	9.9	-10.7	14.6
55	COc1cccc2c1cc([N+](=O)[O-])c1c(C(=O)O)cc3c(c12)OCO3	-0.5	-2.9	-1.0	-30.4	.	42.4*	.	-5.2
56	COc1ccc(-n2c(C)nc3ccccc3c2=O)c([N+](=O)[O-])c1	2.9	0.8	2.0	-6.4	0.946	8.4	11.7	-8.4
57	Cc1cccc(-n2c(-c3ccc([N+](=O)[O-])cc3)nc3ccccc3c2=O)c1	3.0	1.2	1.4	6.2	1.07	19.1	-13.3	5.4
58	O=C1C2(Cl)C3(Cl)C4(Cl)C(Cl)(Cl)C5(Cl)C3(Cl)C1(Cl)C5(Cl)C24Cl (configuration not stated)	8.8	28.4	4.1	3.3	0.91	7.1	-21.3	33.1
59	CN1C2C=C(N(C(=O)c3ccc(Cl)cc3)c3ccccc3)CC1CC2 (configuration not stated)	-5.3	-1.4	0.9	3.4	0.988	12.4	-10.5	-2.0
60	C=CCn1c(O)c(/C=C2/C=c3ccccc3=N2)c(=O)[nH]c1=S	0.4	1.2	-2.3	-4.7	.	13.6	.	-3.6
61	Cc1ccnc(NS(=O)(=O)c2ccc(N=Cc3c(O)n(C)c(=O)n(C)c3=O)cc2)n1	-0.6	-0.2	-57.5	-3.9	0.924	-46.0	-18.0	12.5
62	CC(=O)n1cc(C=C2C(=O)NC(=O)NC2=O)c2ccccc21	1.2	7.1	-0.8	-0.1	0.945	5.6	9.4	66.4*
63	CCOc1ccc(C(C)=O)cc1Cc1c(O)[nH]c(=S)[nH]c1=O	1.2	0.2	-0.7	1.7	1.06	21.2	-16.4	-4.3
